LGR2 antag: Drosophila LGR2 receptor signaling inhibition | inhibition, % at 9.99 µM | 380,000 tested, 0.35% active | HEK293 LGR2, CRE-luciferase, bursicon-stimulated, 4 h | AID 720647;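 active = drop in luminescence signal, shown as inhibition above about 50% in the replicate tests, limit read from the data, passing the limit was not always enough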;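 also: agonist challenge used bursicon conditioned medium at about half maximal strength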
PAX8 inh HTS: inhibitors of PAX8 transcriptional activity in RMG-I cells. RMG-I TPO-luciferase reporter, SteadyGlo, 24 h. inhibition, % at 12.6 µM. 360,000 tested, 1.2% active;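 active = mean replicate inhibition at least 60% with every replicate also reaching 60%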;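 also: luciferase light reporting Pax8 driven TPO promoter activity; plate controls were median of neutral control wells for no effect and mitoxantrone controls for full effect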
Cneo AK release: causes C. neoformans cell lysis; adenylate kinase release luminescence, 4 h; normalised: neutral wells 0, clomiphene wells 100; lysis activity, % at 15 µM; 360,000 tested, 0.2% active;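 active = mean lysis activity across replicates of at least 80%, whatever share of replicates individually reach that level; inactive = mean lysis activity below 80%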
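Material: C. neoformans cells | Amount: Yeast cell density of 5 × 10^6 cells/mL | Medium: Fresh YPD growth medium | Dosing: Single dose | Times: Static 4 h at 37 °C with compound, 1 h detection | Detection: AK luminescence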
PGC1a acetyl inh: modulators of PGC1a acetylation; 350,000 tested, 0.17% active; inhibition, % at 15.6 µM; U2OS PGC1a acetylation, AlphaScreen anti-acetyl-lysine; with virally co-expressed GCN5 acetyltransferase;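 active = every replicate shows inhibition of at least 40%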;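 also: 0% = neutral control wells and 100% = positive control wells; some results beyond the cut were filed as inactive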
FN deposition inh: fibronectin deposition inhibition. 350,000 tested, 0.086% active. AID 743247. AH1F fibroblasts, Alexa488-fibronectin deposition fluorescence, overnight. inhibition, % at 12.6 µM;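 active = mean inhibition across replicates of 30% or more, regardless of how many single replicates reach that level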;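 also: positive control wells lacked labelled fibronectin entirely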
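Assay system: AH1F fibroblasts assembling fluorescent fibronectin matrix; Amount: 10000 AH1F cells per well; Buffer or medium: DMEM, 2% serum; Probe or stimulus: Alexa488-fibronectin, 24 nM final in well; Doses: single compound dose, delivered by pin transfer; Incubation: 1 h adhesion, overnight exposure; Measured by: fluorescence 485/525 nm; Read-out: fibronectin deposition inhibition.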
EWS-Fli block: blocks EWS/Fli oncoprotein-driven transcription; A673 NR0B1-luciferase reporter, viability-normalised; inhibition, % at 12.6 µM; 350,000 tested, 0.67% active; AID 651661;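 active = mean inhibition of at least 50% after viability correction, with every replicate also passing that limit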;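 also: firefly luciferase signal divided by Alamar Blue viability fluorescence both relative to DMSO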
miR122 inh: miR-122 inhibition in Huh7 cells; Huh7 miR-122 Renilla luciferase sensor, 48 h; neutral wells = 0, positive control = 100; activation (reporter increase), % at 12.5 µM; 340,000 tested, 0.3% active; AID 602342;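 active = mean replicate activation score at least 90 and every replicate individually at or above 90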;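 also: higher luciferase means less miR-122 activity so hits act as miR-122 inhibitors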
CASP6 VEID inh: blocks human caspase-6 cleavage activity. P55212. inhibition, % at 12.5 µM. 350,000 tested, 0.53% active. purified caspase-6, Z-VEID-R110 cleavage fluorescence;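 active = mean inhibition across replicates at least about 35%, with every replicate also reaching that limit, limit read from the data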;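 also: 0% = median of neutral control wells and 100% = no fluorescence left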
Target sequence (P55212 24-179 limits assumed): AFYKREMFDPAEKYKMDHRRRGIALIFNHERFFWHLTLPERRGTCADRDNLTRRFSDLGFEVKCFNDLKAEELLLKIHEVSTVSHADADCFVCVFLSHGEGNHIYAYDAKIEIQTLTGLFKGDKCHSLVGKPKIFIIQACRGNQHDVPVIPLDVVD
Target sequence (P55212 194-293 limits assumed): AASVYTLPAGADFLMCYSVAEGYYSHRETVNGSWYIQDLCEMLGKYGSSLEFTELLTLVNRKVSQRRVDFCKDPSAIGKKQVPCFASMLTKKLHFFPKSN
Numbers without * were called inactive; / = not tested or not shown; & = joins results of further samples; [ ] = another dose, or the depositor's remark. Random draw from the library; overall some 2.5% were active at least once.

SMILES	LGR2 antag	PAX8 inh HTS	Cneo AK release	PGC1a acetyl inh	FN deposition inh	EWS-Fli block	miR122 inh	CASP6 VEID inh
CC(NC(=O)CN1C(=O)NC2(CCCCC2)C1=O)c1ccc(S(N)(=O)=O)cc1 (configuration not stated)	6	7	1	1	-6	4	1	0
O=C(N[C@@H]1CC[C@H](CCn2cc(C3CCCC3)nn2)O[C@@H]1CO)c1cccnc1	-5	/	/	-1	-11	-8	/	3
CN1CCN(C(=O)/C(=C/c2cn(S(=O)(=O)N(C)C)c3ccccc23)NC(=O)c2ccccc2)CC1	16	-13	/	6	8	/	-1	-2
COCCNC(=O)CN(C(=O)c1ccc(N2CCCC2)nc1)c1ccccc1	-9	9	/	-1	-1	1	/	/
O=C(NC(=O)c1ccc(F)cc1)Nc1nc(-c2cccs2)cc(C(F)(F)F)n1	-30	8	2	-2	-3	-2	-3	-2
COc1ccc(NC(=O)CC(c2ccccc2)c2ccco2)cc1 (configuration not stated)	-17	4	-2	3	-11	-8	3	1
CC(=O)N1[C@H](CO)[C@H](c2ccccc2)C12CN(C(=O)Nc1ccccc1F)C2	17	-4	/	-3	/	3	/	0
CCCS(=O)(=O)Nc1cccc(-c2nc3cccnc3s2)c1	-45	-52	1	-60	2	-30	0	0
c1ccc(CSc2nc3ccccc3[nH]2)cc1	-56	-230	-8	-12	-6	-58	-9	-2
CC(C)(C)c1ccc(OCC(=O)NCCN2CCOCC2)cc1	-3	4	8	9	-13	3	-2	0
COc1ccc(CCNS(=O)(=O)c2cc3c4c(c2)CCN4C(=O)CC3)cc1OC	-7	-13	/	/	1	4	-4	-1
Cc1noc(C)c1S(=O)(=O)N(C)C[C@@H]1Oc2ccc(NS(=O)(=O)c3ccc(F)cc3)cc2C(=O)N([C@@H](C)CO)C[C@@H]1C	-43	/	/	3	/	-14	-2[16.7 µM]	/
Cc1cc(NC(=O)c2cc([N+](=O)[O-])cc([N+](=O)[O-])c2C)no1	13	13	/	-14	2	5	/	19
O=C(Cc1nnc(NC(=O)c2ccccc2)s1)N/N=C/c1cccc(O)c1	3	-23	1	/	2	0	/	6
C[C@H]1CCCCO[C@H](CN(C)S(=O)(=O)c2ccc(Cl)cc2)[C@@H](C)CN([C@@H](C)CO)C(=O)c2cc(NS(=O)(=O)c3cccs3)ccc2O1	4	68*	89*	-1	-8	26	-4[16.7 µM]	1
O=C(O)c1cccc2c1C(=O)c1ccc(Cl)cc1S2(=O)=O	21	-12	-1	/	10	-5	-6	-1
COc1ccccc1C#Cc1ccc2c(c1)O[C@@H](CN(C)C)[C@H](C)CN([C@H](C)CO)S2(=O)=O	-1	/	-1	-31	-1	-1	/	-3
O=C(C1CC(c2ccc(F)cc2)=NO1)N1CCc2ccccc2C1 (configuration not stated)	11	-42	-2	0	3	-20	5	-1
C[C@H]1CCC(=O)N([C@H](CC#N)Cc2ccccc2)CC1	-2	-15	5	/	4	-4	/	2
COCCCNC(=O)C[C@H]1C[C@H](C(=O)N2CCOCC2)[C@@]2(CCC3CCCC3)c3[nH]c4cc(-c5ccco5)ccc4c3CCN2C1=O	3	-4	-5	/	/	4	1	2
C/C(=N\NC(=O)C1CC1)c1ccccc1O	0	-6	0	0	2	-10	2	2
CC(C)(C)c1ccc(CC(=O)N2CCC2(C)C(=O)NS(=O)(=O)c2cccc(OC(F)F)c2)cc1 (configuration not stated)	13	-16	9	-25	4	-2	-9	-1
COc1ccc(S(=O)(=O)N(C)C[C@@H]2Oc3cc(C#CC4CCCCC4)ccc3S(=O)(=O)N([C@@H](C)CO)C[C@@H]2C)cc1	9&1	45&20	5&5&7	-6&12&7	-12	14&10&1	3	-5&-3&0
COCCn1c(SCC(=O)NC2CCCCC2)nc2c(c1=O)SCC2	-5	7	2	/	-1	1	/	0
O=C(Nc1nc2c(F)cc(F)cc2s1)C1CC1	-48	-105	1	11	7	-44	-4	-3
CCn1cnc2sc(C(=O)Nc3ccccc3OC)c(C)c2c1=O	-6	-6	2	4	0	-11	-2	0
Clc1ccc(-n2ncc3c(N4CCCCCC4)ncnc32)cc1	96*	-7	-6	-8	5	80*	1	-2
COc1ccc(OCc2cc(C(=O)N(C)C3CCOC3)no2)c(Cl)c1 (configuration not stated)	-14	/	-11	-1	3	-19	-3	0
CN(C)c1ccc(C(CNC(=O)c2ccccc2Br)c2c[nH]c3ccccc23)cc1 (configuration not stated)	35	10	/	-2	7	11	4	-2
CCOc1ccc(/C=N/NC(=O)CC(=O)NCc2ccccc2)cc1	-21	3	/	1	0	-5	/	-2
Cc1cc(N2CCN(C3CCCCC3)CC2)n2nc(C)nc2n1	9	2	1	/	-9	6	2	0
CS(=O)(=O)N1CCC(C(=O)NCCC2=CCCCC2)CC1	-10	/	-1	-6	3	/	-4	/
COc1ccc(NC(=O)Nc2ccc3c(c2)C(=O)N([C@@H](C)CO)C[C@@H](C)[C@H](CN(C)C(=O)Nc2ccccc2)OCCCC[C@@H](C)O3)cc1	6	1	-2	-9	-3	-1	-9[16.7 µM]	3
CCc1ccc(N(CC(=O)NC2CCCCC2)C(=O)CNC(=O)c2ccco2)cc1	17	-5	-1	3	3	1	0	4
Cc1ccc(S(=O)(=O)Nc2ccc3c(c2)C(=O)N([C@H](C)CO)C[C@@H](C)[C@H](CN(C)Cc2ccc(-c4ccccc4)cc2)O3)cc1	15	7	-2	-32	/	8	-8[16.7 µM]	2
COc1ccc(CC(N)c2csc(NC(=O)Nc3cc(OC)ccc3OC)n2)cc1 (configuration not stated)	4	-8	3	-21	-8	1	-10	6
Cc1ccc([N+](=O)[O-])c(OCCN2CCCCCC2)c1	-20	2	/	/	-1	-8	/	-19
CC(C)Oc1cc(NC(=O)CS(=O)(=O)CC(=O)N(C)C)c(Cl)cc1Cl	-9	13	/	1	6	2	1	-2
COc1ccc(CN(C)C(=O)CSc2nnc(C3CC3)n2C2CC2)cc1	-10	6	/	/	/	-7	/	0
COCC(C)NC(=O)/C=C/c1ccc(OC)cc1 (configuration not stated)	-4	-60	/	7	-12	-20	-13	-3
COCC(=O)N1CCCCN2[C@H](CO)[C@H](c3ccc(C#Cc4ccccc4)cc3)[C@@H]2C1	-1	-35	-9	-3	/	-25	0[16.7 µM]	-1
CCc1ccc(NC(=O)CN2CCCN(S(=O)(=O)c3ccc(F)cc3)CC2)cc1	-9	6	5	5	-4	14	4	-3
COc1cc(C)c(CN2CCC(n3nccc3NC(=O)C3CCOC3)CC2)cc1C (configuration not stated)	12	5	8	-3	-7	-2	-11	-2
Cn1cccc1C(=O)C(=O)Nc1ccccc1C(F)(F)F	-19	-62	/	-2	-5	-12	-2	-1
CSCCC(NC(=O)c1ccc(Cl)cc1)C(=O)OCC(=O)Nc1ccc(C#N)cc1 (configuration not stated)	6	7	/	/	-4	9	/	-3

Of the compounds above, 2 contain a nitro group on carbon:
SMILES	LGR2 antag	PAX8 inh HTS	Cneo AK release	PGC1a acetyl inh	FN deposition inh	EWS-Fli block	miR122 inh	CASP6 VEID inh
Cc1cc(NC(=O)c2cc([N+](=O)[O-])cc([N+](=O)[O-])c2C)no1	13	13	/	-14	2	5	/	19
Cc1ccc([N+](=O)[O-])c(OCCN2CCCCCC2)c1	-20	2	/	/	-1	-8	/	-19

The listing continues:
SMILES	LGR2 antag	PAX8 inh HTS	Cneo AK release	PGC1a acetyl inh	FN deposition inh	EWS-Fli block	miR122 inh	CASP6 VEID inh
CC(=O)Nc1ccc(OCC(O)CN2CCN(S(=O)(=O)c3ccc(NC(C)=O)cc3)CC2)cc1 (configuration not stated)	2	/	0	5	/	4	28	-1
Cc1cc(NC(=O)Cn2nc(C(F)(F)F)c3c2CCC3)no1	20	/	6	8	/	/	1	/
Cc1nn(Cc2ccccc2)c(Cl)c1C(=O)NCc1ccco1	10	12	-1	-2	-2	-2	1	3
COCC(=O)Nc1ccc2c(c1)[C@H]1C[C@@H](CC(=O)NCc3cccnc3)O[C@H](CO)[C@H]1O2	1	-2	0	6	/	-2	1[16.7 µM]	10
CCN1CCN(C(=O)c2c(-c3ccccc3)noc2C)CC1	-5	-11	/	-1	-9	1	0	0
CCOC(=O)c1c(C)n(C)c2ccc(O)c(CN(CC)CC)c12	/	-9	1	1	-3	/	0	/
COc1ccc(NC(=O)CN2C(=O)NC3(CCCC3)C2=O)cc1	-2	-9	-5	19	-1	-4	-1	3
C=CCNc1nc(S(=O)Cc2ccc(C)cc2)nc2c1CCCC2 (configuration not stated)	-14	36	/	-49	-4	11	/	2
CC(CN1CCCC1)OC(=O)c1cccc(F)c1 (configuration not stated)	3	12	-3	0	7	30	3	-8
O=C(CN1C(=O)C2C3CCC(C3)C2C1=O)OCC(=O)c1ccccc1 (configuration not stated)	2	-20	0	1	-1	/	2	-2
CC(=O)Oc1ccc2c(=O)c(Oc3ccccc3)coc2c1OC(C)=O	9	17	1	-9	7	/	1	/
C[C@H]1CCCCO[C@H](CN(C)C(=O)Nc2cccc3ccccc23)[C@@H](C)CN([C@@H](C)CO)C(=O)c2cc(NC(=O)c3ccncc3)ccc2O1	8	16	0	-15	/	-27	-8[16.7 µM]	0
COc1ccc(C(CNC(=O)c2cncc(Br)c2)N(C)C)cc1 (configuration not stated)	-44	-23	/	1	-3	-9	/	-2
CN(C)c1ccc(/C=C/c2nc3ccccc3c(=O)n2CCO)cc1	8	-43	-1	/	-6	-32	-5	-1
Nc1ncnc(NC2CCS(=O)(=O)C2)c1[N+](=O)[O-] (configuration not stated)	-2	-3	1	3	7	-16	8	-2
O=C(c1ccc2c(=O)n(C3CCCC3)c(=S)[nH]c2c1)N1CCCCCC1	3	15	/	6	/	19	/	/
C[C@@H]1CN([C@H](C)CO)S(=O)(=O)c2ccc(/C=C/c3ccccc3)cc2O[C@H]1CN(C)C(=O)Nc1ccc(F)cc1	-20	/	-7	-6	-8	16	11[16.7 µM]	-2
Cc1nn(C(=O)CNC(=O)c2ccccc2)c(C)c1C	2	-11	/	-13	6	-2	0	-3
O=C(NCCC1CCCCN1S(=O)(=O)c1cccs1)C(=O)Nc1ccccc1 (configuration not stated)	-6	-28	3	-39	7	-10	/	2
Cc1csc(NC(=O)c2c(-c3c(F)cccc3Cl)noc2C)n1	15	13	-1	/	8	2	2	1
C[C@H]1COc2cc(NCCCN3CCOCC3)ccc2S(=O)(=O)N1	-5	5	/	/	5	-2	/	/
C[C@H]1NS(=O)(=O)c2ccc(Br)cc2O[C@H]1c1ccccc1	3	15	3	3	/	-4	4	2
CN1CCN(C(=O)C[C@@H]2C=C[C@@H](NS(=O)(=O)c3cccc(F)c3)[C@@H](CO)O2)CC1	18	-43	-10	0	2	-10	11[16.7 µM]	-3

Reprinted at random: 3 records from the list, in no set order.
SMILES	LGR2 antag	PAX8 inh HTS	Cneo AK release	PGC1a acetyl inh	FN deposition inh	EWS-Fli block	miR122 inh	CASP6 VEID inh
C[C@@H]1CN([C@H](C)CO)S(=O)(=O)c2ccc(/C=C/c3ccccc3)cc2O[C@H]1CN(C)C(=O)Nc1ccc(F)cc1	-20	/	-7	-6	-8	16	11[16.7 µM]	-2
Cc1nn(C(=O)CNC(=O)c2ccccc2)c(C)c1C	2	-11	/	-13	6	-2	0	-3
O=C(NCCC1CCCCN1S(=O)(=O)c1cccs1)C(=O)Nc1ccccc1 (configuration not stated)	-6	-28	3	-39	7	-10	/	2

Screening results as filed in PubChem BioAssay.
